TRPC4 act – activators of mouse TRPC4 channel; B-score at 10 µM; HEK293 TRPC4beta/mu-opioid, Fluo4 calcium fluorescence; stronger effect = higher value; Q9QUQ5; 310,000 compounds, 0.49% hits;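 active = B-score above 5 SD of library B-scores, and initial fluorescence ratio not above library mean plus 5 SD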;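 also: positive B-score marks a calcium rise read as TRPC4 activation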
Target sequence (Q9QUQ5 whole entry, looked up): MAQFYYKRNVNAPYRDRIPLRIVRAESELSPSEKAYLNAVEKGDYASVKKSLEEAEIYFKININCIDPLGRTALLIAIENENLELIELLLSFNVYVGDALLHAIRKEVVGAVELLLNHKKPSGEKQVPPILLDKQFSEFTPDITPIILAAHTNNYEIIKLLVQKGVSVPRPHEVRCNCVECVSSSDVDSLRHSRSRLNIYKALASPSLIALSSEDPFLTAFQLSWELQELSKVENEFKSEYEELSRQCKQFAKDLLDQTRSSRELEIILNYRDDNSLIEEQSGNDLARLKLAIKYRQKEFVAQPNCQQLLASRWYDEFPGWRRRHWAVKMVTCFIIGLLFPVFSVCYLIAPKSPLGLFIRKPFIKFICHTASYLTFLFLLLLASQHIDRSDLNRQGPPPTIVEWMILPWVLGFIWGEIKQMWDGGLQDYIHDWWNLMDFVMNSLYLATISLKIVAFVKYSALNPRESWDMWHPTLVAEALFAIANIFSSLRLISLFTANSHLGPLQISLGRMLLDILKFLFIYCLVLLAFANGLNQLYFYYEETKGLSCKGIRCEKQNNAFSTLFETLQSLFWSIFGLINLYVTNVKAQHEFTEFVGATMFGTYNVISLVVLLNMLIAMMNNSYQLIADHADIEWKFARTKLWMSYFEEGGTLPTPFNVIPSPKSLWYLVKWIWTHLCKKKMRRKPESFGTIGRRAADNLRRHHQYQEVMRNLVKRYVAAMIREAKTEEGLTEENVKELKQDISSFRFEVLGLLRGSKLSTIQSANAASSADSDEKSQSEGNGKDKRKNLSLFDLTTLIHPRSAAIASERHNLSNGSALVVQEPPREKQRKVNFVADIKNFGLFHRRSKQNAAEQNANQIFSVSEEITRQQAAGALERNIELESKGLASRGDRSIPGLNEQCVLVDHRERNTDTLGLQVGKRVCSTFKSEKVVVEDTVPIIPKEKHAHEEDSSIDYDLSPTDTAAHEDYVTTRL
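Test system: HEK293 cells stably co-expressing mouse TRPC4beta and mu-opioid receptor | Schedule: Fluo4 dye loading 45 min at room temperature, 110 s recording | Measured by: Kinetic Fluo4 calcium fluorescence, 5 s baseline at 1 Hz | Evaluation: B score of integrated ratio | Controls: Buffer (low) and maximal DAMGO (high)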
MrgX1 antagonist – antagonists of human MrgX1 receptor | Q96LB2 | AID 588676 | 310,000 compounds, 1.3% hits | MRGX1-HEK293 calcium flux, Fluo-4, BAM8-22 antagonism; stronger effect = lower value | B-score at 10 µM;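 active = calcium-response B-score plate-corrected more than 3 library SD below zero, starting fluorescence within 5 deviations, no agonist response on first addition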;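 also: peak minus trough fluorescence over baseline after final BAM8-22 challenge near maximal dose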
TRPC6 inh – inhibitors of mouse TRPC6 channel; Q61143; HEK293-TRPC6, membrane potential dye, ACh-evoked depolarization; stronger effect = lower value; B-score at 10 µM; 310,000 compounds, 1.1% hits;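 active = B-score under library mean minus 3 SD, initial fluorescence not abnormally high, positive integrated signal ratio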;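 also: B-score derived from integrated fluorescence ratio over the kinetic read; more negative B-score means stronger inhibition of depolarization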
TRPC4 potent – allosterically enhances the mouse TRPC4 cation channel; Q9QUQ5; HEK293 TRPC4beta/mu-opioid, DAMGO EC20, Fluo-4 Ca2+ flux; stronger effect = higher value; B-score at 10 µM; 310,000 compounds, 0.42% hits;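 active = B-score of calcium response area above 5 SD of library B-scores, with initial fluorescence ratio within 5 SD of library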;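 also: B-score of integrated fluorescence ratio over time as area under calcium response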
MrgX1 allo act – human MrgX1 positive allosteric modulation, primary screen | 310,000 compounds, 0.63% hits | B-score at 10 µM | MrgX1-HEK293, Fluo-4 calcium flux, FDSS; stronger effect = higher value;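 active = plate-corrected calcium response at least 3 library SD above typical, normal starting fluorescence, not activating the receptor alone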;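 also: compound read alongside a low EC10 to EC30 dose of BAM8-22 agonist; peak minus trough fluorescence over baseline measured at the second addition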
MrgX1 ag – activates human MrgX1 receptor signaling | Q96LB2 | B-score at 10 µM | 310,000 compounds, 0.44% hits | MrgX1-HEK293 cells, Fluo-4 calcium fluorescence, agonist mode; stronger effect = higher value | AID 588627;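 active = calcium response B-score plate-corrected fluorescence ratio at least 3 library SD, with starting fluorescence B-score inside 5 SD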
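Test system: Stable human MrgX1 HEK293 cell line | Schedule: Overnight plating before 1 h dye loading | Read-out basis: Baseline-normalised fluorescence change ratio, B-scored | Detection: Kinetic calcium dye fluorescence, Fluo-4 NW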
SKKanGAS inh – SKKanGAS growth inhibition; inhibition, % at 7.5 µM; S. pyogenes SKKanGAS, kanamycin growth, BacTiter-Glo, 6 h; AID 1662; 300,000 compounds, 1.3% hits;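 active = mean replicate score, as percent of positive control median, at least 50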;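 also: strain carries kanamycin resistance gene driven by streptokinase promoter and grows in 40 µg/ml kanamycin; loss of luminescence reflects streptokinase promoter inhibition or plain growth inhibition; 0% = median of DMSO wells and 100% = positive control at its reference dose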
TRPC4 inh – blocks the mouse TRPC4 cation channel; B-score at 10 µM; AID 2247; 300,000 compounds, 0.39% hits; Q9QUQ5; HEK293 TRPC4beta/mu-opioid, DAMGO-evoked Fluo4 calcium flux; stronger effect = lower value;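 active = B-score over 3 SD under the library average, no early fluorescence shift, positive overall ratio signal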
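Signal: kinetic Fluo4 fluorescence imaging of calcium influx. Material: stable TRPC4beta/mu-opioid receptor HEK293 cells. Probe or stimulus: DAMGO in two steps, submaximal then maximal.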
ANO1 activ – activates or potentiates the mouse TMEM16A chloride channel; HEK293 TMEM16A/YFP-H148Q/I152L, iodide quench fluorescence; stronger effect = lower value; Q8BHY3; AID 623877; 340,000 compounds, 0.3% hits; B-score at 10 µM;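 active = fluorescence-ratio B-score plate-corrected deviation score at least 3 library SD below zero, with starting fluorescence score within 5 deviations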;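 also: channel opened by trigger with iodide after compound preincubation; score built on the fluorescence ratio of max minus min over baseline; more negative score means more quench and so TMEM16A activation or potentiation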
TMEM16A inh – inhibitors of mouse TMEM16A calcium-activated chloride channel; HEK293 TMEM16A/YFP iodide influx fluorescence, ionomycin; normalized B-score (activity score, 25-100; higher = stronger inhibition) at 10 µM; Q8BHY3; 310,000 compounds, 1.2% hits; AID 588511;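 active = ratio plate-corrected score three or more library SD toward inhibition, starting fluorescence score within five deviations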;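 also: score derived from kinetic fluorescence span divided by baseline fluorescence per well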
TRPC6 activator – mouse TRPC6 channel activation | HEK293-TRPC6 membrane potential dye fluorescence; stronger effect = higher value | B-score at 10 µM | 310,000 compounds, 0.13% hits;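 active = B-score of the integrated fluorescence ratio above library mean plus 3 SD, and starting fluorescence ratio within library mean plus 5 SD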;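 also: higher score means more depolarization so channel activation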
* marks the source's active call; other numbers are inactive results.

For Cn1cc(CNC(=O)c2cc(COc3ccc4c(c3)CCCC4)on2)cn1 the results were TRPC4 act inactive, MrgX1 antagonist inactive, TRPC6 inh inactive, TRPC4 potent inactive, MrgX1 allo act inactive, MrgX1 ag inactive, SKKanGAS inh -4.9, TRPC4 inh inactive, ANO1 activ inactive, TMEM16A inh 25* and TRPC6 activator inactive.
Screening COc1ccc(C(=O)NCCn2ccc3ccccc32)cc1 returned TRPC4 act inactive, MrgX1 antagonist inactive, TRPC6 inh inactive, TRPC4 potent inactive, MrgX1 allo act inactive, MrgX1 ag inactive, SKKanGAS inh 5.8, TRPC4 inh inactive, ANO1 activ inactive, TMEM16A inh inactive and TRPC6 activator inactive.
CCOc1ccc2nc(Cl)c(CN(C(C)=O)C3CCCCC3)cc2c1 was read as TRPC4 act inactive, MrgX1 antagonist inactive, TRPC6 inh inactive, TRPC4 potent inactive, MrgX1 allo act inactive, MrgX1 ag inactive, SKKanGAS inh -0.7, TRPC4 inh inactive, ANO1 activ inactive, TMEM16A inh inactive and TRPC6 activator inactive.
O=C(N/N=C/c1ccc2nccnc2c1)c1ccc(Br)cc1 was read as TRPC4 act inactive, MrgX1 antagonist inactive, TRPC6 inh inactive, TRPC4 potent inactive, MrgX1 allo act inactive, MrgX1 ag inactive, SKKanGAS inh -3.0, TRPC4 inh inactive, ANO1 activ inactive, TMEM16A inh inactive and TRPC6 activator inactive.
`C=CCc1cccc(CNn2cnnc2)c1O` gave TRPC4 act inactive, MrgX1 antagonist inactive, TRPC6 inh inactive, TRPC4 potent inactive, MrgX1 allo act inactive, MrgX1 ag inactive, SKKanGAS inh -16.0, TRPC4 inh inactive, ANO1 activ inactive, TMEM16A inh inactive and TRPC6 activator inactive.
`Cc1cccc(N=C2NC(=O)CS2)c1C` gave TRPC4 act inactive, MrgX1 antagonist inactive, TRPC6 inh inactive, TRPC4 potent inactive, MrgX1 allo act inactive, MrgX1 ag inactive, SKKanGAS inh -12.4, TRPC4 inh inactive, ANO1 activ inactive, TMEM16A inh inactive and TRPC6 activator inactive.
Screening CCC(C)Sc1nc2c(c(=O)n1C)SC(C)C2 (centres undefined) returned TRPC4 act inactive, MrgX1 antagonist inactive, TRPC6 inh inactive, TRPC4 potent inactive, MrgX1 allo act inactive, MrgX1 ag inactive, SKKanGAS inh 0.6, TRPC4 inh inactive, ANO1 activ inactive, TMEM16A inh inactive and TRPC6 activator inactive.
Screening COc1ccc(-c2cc(C(F)(F)F)nc(-n3cc(Cl)cn3)n2)cc1 returned TRPC4 act inactive, MrgX1 antagonist inactive, TRPC6 inh inactive, TRPC4 potent inactive, MrgX1 allo act inactive, MrgX1 ag inactive, SKKanGAS inh -9.9, TRPC4 inh inactive, ANO1 activ inactive, TMEM16A inh inactive and TRPC6 activator inactive.
O=C(CN1C(=O)NC2(CCCCCCC2)C1=O)N1CCN(C(=O)c2ccco2)CC1 was read as TRPC4 act inactive, MrgX1 antagonist inactive, TRPC6 inh inactive, TRPC4 potent inactive, MrgX1 allo act inactive, MrgX1 ag inactive, SKKanGAS inh -1.4, TRPC4 inh inactive, ANO1 activ inactive, TMEM16A inh inactive and TRPC6 activator inactive.
CCN(CC)c1ccc(C(=O)c2cnc(/N=C/N(C)C)s2)cc1 was read as TRPC4 act inactive, MrgX1 antagonist inactive, TRPC6 inh inactive, TRPC4 potent inactive, MrgX1 allo act inactive, MrgX1 ag inactive, SKKanGAS inh 4.8, TRPC4 inh inactive, ANO1 activ inactive, TMEM16A inh inactive and TRPC6 activator inactive.
`COC(=O)c1ccccc1NC(=O)COc1ccc(S(=O)(=O)N2CCCC2)cc1C` gave TRPC4 act inactive, MrgX1 antagonist inactive, TRPC6 inh inactive, TRPC4 potent inactive, MrgX1 allo act inactive, MrgX1 ag inactive, SKKanGAS inh -7.2, TRPC4 inh inactive, ANO1 activ inactive, TMEM16A inh inactive and TRPC6 activator inactive.
Screening Cc1ccc(C(C)C)c(OCC(O)CN2CCc3ccccc3C2)c1 (centres undefined) returned TRPC4 act inactive, MrgX1 antagonist inactive, TRPC6 inh inactive, TRPC4 potent inactive, MrgX1 allo act inactive, MrgX1 ag inactive, SKKanGAS inh -5.9, TRPC4 inh inactive, ANO1 activ inactive, TMEM16A inh inactive and TRPC6 activator inactive.
`CC1(C)Cc2c(sc3nc(-c4ccccc4)oc(=O)c23)CO1` gave TRPC4 act inactive, MrgX1 antagonist inactive, TRPC6 inh inactive, TRPC4 potent inactive, MrgX1 allo act inactive, MrgX1 ag inactive, SKKanGAS inh 0.3, TRPC4 inh inactive, ANO1 activ inactive, TMEM16A inh inactive and TRPC6 activator inactive.
`CCC(=O)N(CCC(Cc1ccccc1)c1ccc2c(c1)OCO2)Cc1ccccc1F` (centres undefined) gave TRPC4 act inactive, MrgX1 antagonist inactive, TRPC6 inh inactive, TRPC4 potent inactive, MrgX1 allo act inactive, MrgX1 ag inactive, SKKanGAS inh 52.1*, TRPC4 inh inactive, ANO1 activ inactive, TMEM16A inh inactive and TRPC6 activator inactive.
`COc1cc(C(=O)NCCC(=O)N2CCCCC2)cc(OC)c1OC` gave TRPC4 act inactive, MrgX1 antagonist inactive, TRPC6 inh inactive, TRPC4 potent inactive, MrgX1 allo act inactive, MrgX1 ag inactive, SKKanGAS inh 2.0, TRPC4 inh inactive, ANO1 activ inactive, TMEM16A inh inactive and TRPC6 activator inactive.
`O=C(Nc1c2c(nn1-c1ccc(F)cc1)CS(=O)C2)c1ccc2c(c1)OCO2` (centres undefined) gave TRPC4 act inactive, MrgX1 antagonist inactive, TRPC6 inh inactive, TRPC4 potent inactive, MrgX1 allo act inactive, MrgX1 ag inactive, SKKanGAS inh 2.5, TRPC4 inh inactive, ANO1 activ inactive, TMEM16A inh inactive and TRPC6 activator inactive.
For CC(C)Oc1ccc(CN2CCC(n3nccc3NC(=O)CCc3ccccc3)CC2)cc1 the results were TRPC4 act inactive, MrgX1 antagonist inactive, TRPC6 inh inactive, TRPC4 potent inactive, MrgX1 allo act inactive, MrgX1 ag inactive, SKKanGAS inh 2.0, TRPC4 inh inactive, ANO1 activ inactive, TMEM16A inh inactive and TRPC6 activator inactive.
Screening COc1ccc(NC(=O)CCNC(=O)c2ccco2)cc1OC returned TRPC4 act inactive, MrgX1 antagonist inactive, TRPC6 inh inactive, TRPC4 potent inactive, MrgX1 allo act inactive, MrgX1 ag inactive, SKKanGAS inh -2.2, TRPC4 inh inactive, ANO1 activ inactive, TMEM16A inh inactive and TRPC6 activator inactive.
`Cc1c(C(=O)N2CCOCC2)sc(NC(=O)c2ccccc2F)c1C#N` gave TRPC4 act inactive, MrgX1 antagonist inactive, TRPC6 inh inactive, TRPC4 potent inactive, MrgX1 allo act inactive, MrgX1 ag inactive, SKKanGAS inh 19.6, TRPC4 inh inactive, ANO1 activ inactive, TMEM16A inh inactive and TRPC6 activator inactive.
`COc1cccc(-c2nn(-c3ccccc3)cc2CN(C)C(C)c2ccncn2)c1` (centres undefined) gave TRPC4 act 51*, MrgX1 antagonist inactive, TRPC6 inh inactive, TRPC4 potent inactive, MrgX1 allo act inactive, MrgX1 ag inactive, SKKanGAS inh -2.1, TRPC4 inh -6*, ANO1 activ inactive, TMEM16A inh inactive and TRPC6 activator inactive.
Screening COc1cc(/C=N/Nc2ccccc2[N+](=O)[O-])ccc1OC(=O)c1ccccc1F returned TRPC4 act inactive, MrgX1 antagonist inactive, TRPC6 inh inactive, TRPC4 potent inactive, MrgX1 allo act inactive, MrgX1 ag inactive, SKKanGAS inh 0.1, TRPC4 inh inactive, ANO1 activ inactive, TMEM16A inh inactive and TRPC6 activator inactive.
For CCOC(=O)c1c(C)n(CC)c2ccc(OC(=O)c3ccc([N+](=O)[O-])cc3)cc12 the results were TRPC4 act inactive, MrgX1 antagonist inactive, TRPC6 inh inactive, TRPC4 potent inactive, MrgX1 allo act inactive, MrgX1 ag inactive, SKKanGAS inh 8.3, TRPC4 inh inactive, ANO1 activ inactive, TMEM16A inh inactive and TRPC6 activator inactive.
COc1ccccc1-c1n[nH]c(=S)n1-c1ccccc1 was read as TRPC4 act inactive, MrgX1 antagonist inactive, TRPC6 inh inactive, TRPC4 potent inactive, MrgX1 allo act inactive, MrgX1 ag inactive, SKKanGAS inh -2.9, TRPC4 inh inactive, ANO1 activ inactive, TMEM16A inh inactive and TRPC6 activator inactive.
For Cc1cccc(CCNC(=O)CC2C(=O)NCCN2Cc2ccc(F)c(F)c2)n1 (centres undefined) the results were TRPC4 act inactive, MrgX1 antagonist inactive, TRPC6 inh inactive, TRPC4 potent inactive, MrgX1 allo act inactive, MrgX1 ag inactive, SKKanGAS inh -0.4, TRPC4 inh inactive, ANO1 activ inactive, TMEM16A inh inactive and TRPC6 activator inactive.
`Cc1ccc(OCCn2c(C)c(/C=N/n3cnnc3)c3ccccc32)cc1` gave TRPC4 act inactive, MrgX1 antagonist inactive, TRPC6 inh inactive, TRPC4 potent inactive, MrgX1 allo act inactive, MrgX1 ag inactive, SKKanGAS inh 4.4, TRPC4 inh inactive, ANO1 activ inactive, TMEM16A inh inactive and TRPC6 activator inactive.
`CCN1CCc2c(OCC(=O)Nc3ccccc3)cccc2C1=O` gave TRPC4 act inactive, MrgX1 antagonist inactive, TRPC6 inh inactive, TRPC4 potent inactive, MrgX1 allo act inactive, MrgX1 ag inactive, SKKanGAS inh 1.9, TRPC4 inh inactive, ANO1 activ inactive, TMEM16A inh inactive and TRPC6 activator inactive.
For COc1ccc(C(=O)N2CCN(Cc3ccc(OC)c(OC)c3)CC2)cc1 the results were TRPC4 act inactive, MrgX1 antagonist inactive, TRPC6 inh inactive, TRPC4 potent inactive, MrgX1 allo act inactive, MrgX1 ag inactive, SKKanGAS inh 0.6, TRPC4 inh inactive, ANO1 activ inactive, TMEM16A inh inactive and TRPC6 activator inactive.

No enrichment for hits; about 6.7% have a hit in one of these screens.
